PG9 binder – PG9 antibody binding by small molecule; 0.43% of 360,000 active; AID 624416; TR-FRET gp120-PG9 antibody binding; inhibition, % at 6.7 µM; in the data active = inhibition above about 8.5%
mABHD4 FP – inhibits mouse alpha/beta hydrolase domain 4 | Q8VD66 | purified mABHD4, FP-Rh probe fluorescence polarization | inhibition, % at 8.92 µM | 0.54% of 370,000 active | AID 720543;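 active = inhibition exceeding the mean over every tested compound plus 3 SD, cut at about 30% in these data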;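 note: 0% = plate median of compound wells and 100% = S159A mutant with DMSO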
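Assay system: mouse ABHD4 enzyme, wild type / Also added: fluorescent activity-based probe FP-Rh / Doses: single nominal dose of 8.92 µM, 0.89% DMSO final / Timing: 45 min compound pre-incubation plus 60 min probe step, 25 °C / Signal: FP readout, ex 525 nm / em 598 nm / Control set: S159A mutant/DMSO as 100%, compound-well median as 0%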
NR1D1 modulator – Rev-erb alpha (human) modulation. Rev-erbα–FITC-DNA binding, fluorescence polarization, 90 min. activity, % at 10 µM. 0.79% of 370,000 active;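 active = activity above about 14%, limit read from the data; passing the limit was not always enough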;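 note: 0% = DMSO wells with 35 nM protein and 100% = DMSO wells with 750 nM protein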
Target sequence (P20393 whole entry, looked up): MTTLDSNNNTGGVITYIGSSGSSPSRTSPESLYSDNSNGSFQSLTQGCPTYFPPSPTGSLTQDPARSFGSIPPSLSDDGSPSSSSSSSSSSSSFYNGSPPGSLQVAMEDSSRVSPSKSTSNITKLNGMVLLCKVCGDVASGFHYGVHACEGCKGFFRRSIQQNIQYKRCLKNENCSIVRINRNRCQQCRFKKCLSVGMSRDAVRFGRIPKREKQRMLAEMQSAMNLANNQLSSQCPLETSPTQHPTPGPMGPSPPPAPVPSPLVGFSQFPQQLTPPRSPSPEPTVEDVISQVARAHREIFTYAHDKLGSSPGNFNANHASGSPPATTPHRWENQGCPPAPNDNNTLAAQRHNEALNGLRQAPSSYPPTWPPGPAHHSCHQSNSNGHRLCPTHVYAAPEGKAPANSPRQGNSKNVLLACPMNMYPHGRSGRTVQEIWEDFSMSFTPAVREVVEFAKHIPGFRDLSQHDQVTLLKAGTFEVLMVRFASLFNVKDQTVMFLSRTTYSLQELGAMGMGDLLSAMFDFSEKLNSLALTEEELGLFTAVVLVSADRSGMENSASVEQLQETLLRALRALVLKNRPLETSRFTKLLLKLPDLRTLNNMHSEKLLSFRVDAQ
HTRA1 inhibitor – blocks human HTRA1 serine peptidase; recombinant HTRA1, FP-rhodamine activity-based probe, fluorescence polarization; AID 504803; 0.5% of 340,000 active; inhibition, % at 5.96 µM; in the data active = inhibition above about 36%;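 note: 0% = enzyme with DMSO and 100% = wells lacking enzyme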
Target sequence (Q92743 whole entry, looked up): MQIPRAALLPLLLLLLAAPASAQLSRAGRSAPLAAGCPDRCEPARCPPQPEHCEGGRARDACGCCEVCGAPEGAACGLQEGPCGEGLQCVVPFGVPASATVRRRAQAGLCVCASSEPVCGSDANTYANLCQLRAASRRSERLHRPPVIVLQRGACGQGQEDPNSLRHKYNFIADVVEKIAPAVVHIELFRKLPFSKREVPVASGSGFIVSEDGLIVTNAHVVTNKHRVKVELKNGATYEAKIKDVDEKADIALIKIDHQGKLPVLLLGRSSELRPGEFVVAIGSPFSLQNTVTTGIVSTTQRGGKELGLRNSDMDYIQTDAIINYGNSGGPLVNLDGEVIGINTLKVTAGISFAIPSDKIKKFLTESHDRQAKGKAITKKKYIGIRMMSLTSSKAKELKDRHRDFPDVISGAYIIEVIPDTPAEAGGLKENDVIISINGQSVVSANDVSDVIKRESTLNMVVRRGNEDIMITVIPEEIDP
NPR1 activator – GC-A (human) enzyme activation; HEK293 GC-A cells, cGMP TR-FRET, EC30 ANP; 0% at EC30 ANP, 100% saturating ANP; P16066; AID 1671463; 0.14% of 370,000 active; activation, % at 10 µM; in the data active = activation above about 40%
SMARCA2 act – activators of SMARCA2 function; MG213 cells, MMTV-luciferase reporter, dexamethasone, overnight; 1% of 370,000 active; activation, % at 9.1 µM; in the data active = activation above about 7.8%;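 note: 0% = vehicle wells and 100% = reference activator wells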
rCAG RNA binder – molecules binding r(CAG) RNA repeats; r(CAG) RNA repeat, TO-PRO-1 dye displacement fluorescence; inhibition, % at 3 µM; 1.3% of 370,000 active; AID 651821;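 active = inhibition above the plate cutoff, the mean of all test compounds on that plate plus 3 SD, cut at about 35% in these data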;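 note: 0% = DMSO alone and 100% = 100 µM mitoxantrone as full dye displacement; higher means more dye released from RNA so lower well fluorescence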
NPR2 activator – GC-B (human) receptor activation; P20594; HEK293-GC-B cells, CNP EC30, cGMP TR-FRET; 0% at EC30 CNP, 100% saturating CNP; activation, % at 10 µM; 0.11% of 370,000 active;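 active = activation at 10 µM reaching about 35% in either raw or pattern-adjusted values, limit read from the data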
ASAP1 inh – ASAP1 ArfGAP inhibition; Q9ULH1; ASAP1-stimulated ARF1 GTP hydrolysis, GDP FP detection; inhibition, % at 16.5 µM; 0.19% of 360,000 active; AID 624377; in the data active = inhibition above about 25%;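 note: 0% = vehicle with enzyme and substrate and 100% = no enzyme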
ARFGAP1 inhibitor – rat ARFGAP1 inhibition. Q62848. Arfgap1-stimulated ARF1 GTP hydrolysis, GDP FP detection. inhibition, % at 16.5 µM. 0.26% of 360,000 active. AID 651572;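 active = inhibition above a per-plate limit, mean inhibition of low control wells plus 3 SD, cut at about 25% in these data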;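 note: 0% = DMSO wells with enzyme and 100% = wells lacking Arfgap1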
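material = rat Arfgap1 catalytic domain, aa 1-136 | also added = human ARF1(Δ1-17)-GTP substrate | compound dosing = one concentration, 16.5 µM, DMSO 1.26% | times = GTP hydrolysis reaction 2 h at 25 °C | measured by = FP, GDP Alexa 633 tracer displaced from anti-GDP antibody, 620/688 nm | evaluation = percent inhibition of Arfgap1-stimulated GTP hydrolysis | replication = single well per compound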
An asterisk follows results filed as active; . = no result given.

SMILES	PG9 binder	mABHD4 FP	NR1D1 modulator	HTRA1 inhibitor	NPR1 activator	SMARCA2 act	rCAG RNA binder	NPR2 activator	ASAP1 inh	ARFGAP1 inhibitor
Cc1ccc(CNC(=O)CCC(=O)Nc2nnc(C)s2)cc1	-1.1	-8	-5	6	5	-3	-2	-4	7	6
Cn1c(NCc2ccccc2F)nc2cc(-c3cccc(Cl)c3)sc2c1=O	0.8	-5	-4	.	2	-2	6	-6	-9	5
O=C(C1CC1)N(CCc1ccccc1)Cc1nc2ccccc2c(=O)[nH]1	-1.9	-8	0	4	-5	1	-7	0	9	12
O=C(C1CCN(S(=O)(=O)N2CCOCC2)CC1)N1CCc2ccccc21	1.1	-3	3	.	2	-1	2	3	0	8
COC(=O)c1nn(-c2cccc(C(F)(F)F)c2)c(=O)cc1Sc1ccccn1	8.7*	5	-1	-2	-6	1	-2	1	0	-1
Fc1ccc(CNC(=S)NC2CCCCC2)cc1	-0.1	0	2	2	1	-3	-4	-3	5	7
O=C(c1ccco1)N1CCN(C(=O)N2CCCCC2)CC1	-1.9	6	1	7	-2	2	1	8	-4	-6
Cc1cccc(N2CCN(c3cc(C)nc4nnnn34)CC2C)c1 (configuration not stated)	-3.6	0	0	-3	-2	1	5	-4	16	6
CCOC(=O)C1C(=O)NC(c2ccccc2)=NC1c1ccc(F)cc1 (configuration not stated)	0.4	2	0	2	-3	-1	-2	6	17	5
COC(=O)CNc1nc(Cl)nc(Nc2ccc(C)cc2)n1	-1.1	-1	5	7	4	-2	-2	6	-2	-2
COc1ccc(CCC(=O)N2CCN(c3cccc(C)c3C)CC2)cc1	-1.8	-3	-1	-11	2	-4	-6	2	-11	4
O=C1NN(c2ccccc2)C(=O)/C1=C\c1cccn1-c1ccc(Cl)c([N+](=O)[O-])c1	-0.9	20	-9	10	-4	1	26	3	12	5
COc1cc(C(=O)O/N=C(\N)c2cccc([N+](=O)[O-])c2)cc(OC)c1OC	-0.5	6	-3	-2	4	-4	-5	2	-4	1
Cc1nnc(SCC(=O)Nc2ccc(S(=O)(=O)N3CCCC3)cc2)n1N	1.5	0	2	-3	-1	-3	0	0	-6	1
CCOC(=O)N1CCC(n2c(SCC(=O)NCc3ccccc3)nc3ccccc3c2=O)CC1	-0.2	0	6	-4	1	-3	-3	3	2	5
CN(C)C(CNC(=O)c1ccc(NC(=O)c2cccs2)cc1)c1ccccc1 (configuration not stated)	-2.2	-3	-6	-6	0	-1	-3	0	-7	6
Oc1ccc(CNc2ccccc2Cl)c2cccnc12	.	19	2	.	21	.	.	-18	.	.
CCC(CC)c1nnc(NC(=O)c2ccc(S(=O)(=O)N3CCc4ccccc4C3)cc2)s1	-3.3	-2	1	4	2	-2	3	3	4	9
O=C(N/N=C(\Cc1ncc[nH]1)c1ccccc1)c1ccncc1	-0.1	14	-2	4	-1	-1	-1	-8	-6	-4
CCOC(=O)C1CCN(c2cc3c(cc2NC(=O)c2ccc(F)cc2)n(C)c(=O)n3C)CC1	-0.2	2	2	-1	3	-2	-3	5	-2	2
Cc1cc(C)c2nc(NC(=O)C3CCCO3)sc2c1 (configuration not stated)	0.0	1	3	-5	6	8.0*	0	-5	-15	-12
Cc1nc(NCCN2CCOCC2)c2oc3ccccc3c2n1	0.5	6	-2	7	5	2	-1	-1	-4	1
CC1CCCN(C(=O)C2CCN(S(=O)(=O)c3ccc4c(c3)CC(C)N4C(=O)C3CC3)CC2)C1 (configuration not stated)	-1.1	1	3	0	-2	-1	-6	-6	3	6
COc1ccc(-c2cc(-c3ccccc3)c(C#N)c(SCC(=O)O)n2)cc1	0.8	-3	2	-1	-4	1	11	-1	7	-2
CN(C)CCNC(=O)/C(=C/c1cccc([N+](=O)[O-])c1)NC(=O)c1ccccc1	2.2	5	-9	0	0	-1	-1	4	-10	5

Part of the list above, with bars between the fields.
Structure | PG9 binder | mABHD4 FP | NR1D1 modulator | HTRA1 inhibitor | NPR1 activator | SMARCA2 act | rCAG RNA binder | NPR2 activator | ASAP1 inh | ARFGAP1 inhibitor
CCC(CC)c1nnc(NC(=O)c2ccc(S(=O)(=O)N3CCc4ccccc4C3)cc2)s1 | -3.3 | -2 | 1 | 4 | 2 | -2 | 3 | 3 | 4 | 9
Cc1ccc(CNC(=O)CCC(=O)Nc2nnc(C)s2)cc1 | -1.1 | -8 | -5 | 6 | 5 | -3 | -2 | -4 | 7 | 6
CCOC(=O)C1CCN(c2cc3c(cc2NC(=O)c2ccc(F)cc2)n(C)c(=O)n3C)CC1 | -0.2 | 2 | 2 | -1 | 3 | -2 | -3 | 5 | -2 | 2

Next section
SMILES	PG9 binder	mABHD4 FP	NR1D1 modulator	HTRA1 inhibitor	NPR1 activator	SMARCA2 act	rCAG RNA binder	NPR2 activator	ASAP1 inh	ARFGAP1 inhibitor
C/C(=N\NC(=O)c1ccoc1C)c1cccc2ccccc12	-1.0	-1	-5	0	-5	4	2	3	4	2
Cc1cccc(NC(=O)c2ccc(S(=O)(=O)NCc3ccco3)cc2)n1	-1.4	-7	-8	-7	2	4	4	-3	-7	7
CCOC(=O)N1CCN(C(=O)COc2ccc(S(=O)(=O)NCc3ccccc3)cc2)CC1	-0.8	-3	-3	-3	-1	-4	-4	-2	-6	0
CCCNC(=S)NC1CC2CCC(C1)N2Cc1ccccc1 (configuration not stated)	0.3	-4	-2	-1	-2	0	0	3	-8	-9
COc1ccc(CCn2c(C)cc(C(=O)CSc3nnnn3-c3ccccc3)c2C)cc1	-1.4	-2	-2	-7	2	0	0	-6	-1	3
O=C(NCCS(=O)(=O)N1CCN(c2ccccc2)CC1)c1ccco1	-0.8	0	-1	0	0	1	-4	1	-4	-2
CCCCCc1cc(=O)oc2c(C(CCN3CCN(c4ccccc4)CC3)c3ccc(N(C)C)cc3)c(OC)cc(OC)c12 (configuration not stated)	0.4	15	-2	-2	2	0	5	3	6	7
NC(=O)CCn1c(C(=O)c2ccc(Cl)cc2)c2ccccc2[n+]1[O-]	-0.2	-2	-5	-8	1	1	-3	5	3	5
c1ccc(OCCCn2nnc(-c3cccnc3)n2)cc1	-0.4	3	-5	-5	0	-2	-4	-4	-4	-7
CC1CCN(C(=O)CSc2nncn2-c2ccccn2)CC1	-0.4	0	1	8	1	-2	1	-2	9	9
C=C1CCN(c2ccc(C(=O)NCc3ccc(C)cc3)cc2[N+](=O)[O-])CC1	-1.3	3	0	-21	-3	0	-5	-5	12	2
C=CCN1C(=O)CN=C1Nc1cccc(C)c1	2.7	-4	2	2	3	-3	-3	6	4	-2
O=S(=O)(NCC(O)c1ccccc1)c1cc(Cl)sc1Cl (configuration not stated)	1.4	-14	-5	3	-7	-1	-2	-19	6	-3
O=C(NCc1ccc2c(c1)OCO2)C1CC(=O)N(CCc2ccc(F)cc2)C1 (configuration not stated)	-0.7	4	1	-6	0	2	5	3	-15	2
CC(C)CC(=O)Nc1cc(C(F)(F)F)ccc1N1CCOCC1	-0.3	1	-4	2	0	0	-4	0	13	-12
Cn1c(=O)[nH]c(=O)c2c1nc(N1CCCCCC1)n2CC(N)=O	0.4	-5	1	-1	8	2	2	4	-7	-3
O=C(CN1C(=O)C2CC=CCC2C1=O)Nc1nnc(C2CC2)s1 (configuration not stated)	-0.8	-1	2	5	1	-2	6	1	2	-1
Cc1cc(NCC2CCCCC2)nc2ccccc12	2.7	18	11	-2	-5	-4	4	5	3	2
O=C(Nc1ccc(F)c(Cl)c1)c1ccc2c(c1)OCO2	0.1	-9	0	-1	1	3	1	1	-11	-1
CCOC(=O)Nc1cc(OCC)c(NC(=O)C2CC2)cc1OCC	-2.1	3	-1	-7	-5	0	4	5	-15	-5
O=S(=O)(c1ccccc1F)N1CCN(Cc2nc3ccccc3[nH]2)CC1	0.1	2	-2	4	4	0	-2	2	18	0
COc1ccc(CCNC(=O)COC(=O)c2ccco2)cc1OC	1.6	7	-1	-3	3	-3	-4	0	10	-5
O=C(CN1C(=O)S/C(=C\c2ccc(Cl)cc2)C1=O)NC1C=CS(=O)(=O)C1 (configuration not stated)	0.6	8	1	12	2	-4	-1	2	5	-11
O=C(NCCc1ccccc1)c1oc2ccccc2c1COc1ccccc1	-2.4	-36	-2	-52	1	4	7	-6	11	-9
COc1ccc(-c2noc(CCC(N)=O)n2)cc1OC	0.5	6	2	2	0	-2	-1	3	4	-3
Other results
SMILES	PG9 binder	mABHD4 FP	NR1D1 modulator	HTRA1 inhibitor	NPR1 activator	SMARCA2 act	rCAG RNA binder	NPR2 activator	ASAP1 inh	ARFGAP1 inhibitor
Cc1nc2cc3c(=O)n(C)cnc3cc2n1Cc1ccccc1	2.5	-4	-5	-8	-3	-2	2	2	-14	-7
O=C(NCCc1ccc(Cl)cc1Cl)C1=CC=CN2CCS(=O)(=O)N=C12	-1.1	-1	1	3	3	1	2	-3	8	-12
CCCOc1ccccc1OCC(=O)Nc1ccc(S(=O)(=O)N2CCCCC2)cc1	2.2	-37	4	-39	1	-4	3	0	-11	2
Cn1cnc(C(=O)NCc2ccc(CNC(=O)OC(C)(C)C)cc2)c1C(=O)NCc1ccc(CNC(=O)OC(C)(C)C)cc1	0.6	-48	0	-36	0	0	2	3	-3	5
O=C(NCc1nnc(SCC(=O)N2CCC(Cc3ccccc3)CC2)o1)c1ccco1	-0.1	1	3	-4	2	-4	-7	5	0	-8
COc1ccccc1N1CCN(S(=O)(=O)c2ccc3c(c2)n(C)c(=O)n3C)CC1	-2.9	0	-5	-3	-3	-2	-1	5	1	-8
CCCN1Cc2cccc(C(=O)Nc3ccc4c(c3)OCCO4)c2C1=O	-1.5	-7	-4	4	2	0	0	-3	11	-2
CN(C(=O)/C=C/c1ccccc1)C1CCCCC1	0.8	1	-2	.	-3	3	-8	-1	7	1
O=C(Cc1cccs1)N1CCN(c2ccc(F)cc2)CC1	0.5	-8	3	0	5	-2	-3	0	7	-2
N=C(N)SCCc1cccc(CCSC(=N)N)c1	-0.3	-3	1	0	6	3	5	-5	2	-12
C/C(=C\C#N)n1nc(C)cc1N	-0.7	8	2	6	3	-1	-1	2	-3	0
Cc1ccc(S(=O)(=O)N2CCN(CCOc3c(Cl)cccc3Cl)CC2)cc1C	-2.0	-3	7	-24	0	-1	2	2	10	4
Cc1cc2c(c(=O)o1)[C@@]1(C(=O)N(C)c3ccccc31)C1=C(CC3(CCCCC3)OC1=O)O2	1.8	2	1	.	0	-5	-2	5	1	11
CN(Cc1c(F)cccc1Cl)S(=O)(=O)c1cccs1	-1.8	3	-9	-12	1	-2	-1	6	12	-2
CCC(=O)c1ccc(OCC(O)Cn2c(C)nc3ccccc32)cc1 (configuration not stated)	3.1	-3	1	3	-1	-5	-2	-10	10	12
Cc1csc(NC(=O)c2cccc(S(=O)(=O)N3CCN(C)CC3)c2)n1	-2.2	-9	6	1	1	-3	7	3	7	16
CC(=O)NC(Cc1ccccc1)C(=O)N1CCN(C(=O)c2cccs2)CC1 (configuration not stated)	-0.4	1	2	-4	-1	-5	1	5	-5	-8
COC(=O)c1ccc(/C(O)=C(\C#N)c2nc3ccccc3s2)cc1	-1.2	8	-5	-4	3	4	11	2	-4	-10
CC1(C(=O)Nc2ccc(Cl)c(C(F)(F)F)c2)Cc2c(-c3ccccc3)ccnc2O1 (configuration not stated)	-1.6	6	0	.	-1	-5	3	5	13	4
COc1ccc(-c2nnc(SC(C)C(=O)NNC(=O)c3ccc(C)cc3)o2)cc1 (configuration not stated)	-0.3	6	0	2	-2	-2	2	-2	-9	1
